DNMT1 inh: human DNMT1 methyltransferase inhibitors, primary screen, biochemical, molecular beacon, fluorescence, HinP1I cleavage, uHTS; inhibition (reported as % activation of signal), % at 10 µM; actives 0.83% (n = 360,000); DNA (cytosine-5)-methyltransferase 1 (Homo sapiens), P26358; in the data active = inhibition above about 50%
Scp-1 inhibitor: Scp-1 phosphatase inhibitors, primary screen, biochemical, colorimetric, uHTS; Carboxy-terminal domain RNA polymerase II polypeptide A small phosphatase 1 (Homo …; Recombinant Scp1, phosphopeptide, malachite green phosphate absorbance; inhibition, % at 20 µM; actives 0.88% (n = 340,000); AID 493091, 2011;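 active = inhibition above about 50% at 20 µM, limit read from the data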;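 note: plate controls were DMSO wells with enzyme for no effect and wells lacking enzyme for full effect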
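assay system = SCP-1 phosphatase catalytic domain, residues 76-261 | buffer or medium = 50 mM Tris acetate pH 5.5, 0.005% Tween-20, 10 mM MgCl2 | incubation = enzyme reaction 45 min at room temperature, colour 5 min, stabilisation 30 min | signal = Phosphate-binding colour reagent, absorbance read at 630 nm | measure = % inhibition at 20 µM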
STEP inh: STEP phosphatase inhibitors, primary screen, biochemical, fluorescence intensity, uHTS; actives 0.25% (n = 360,000); inhibition, % at 20 µM; recombinant STEP, OMFP fluorogenic substrate;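 active = inhibition at 20 µM, scaled per plate between control wells, above about 37%, limit read from the data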;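 note: 0% = DMSO with enzyme and substrate and 100% = substrate only without enzyme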
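Material: STEP (striatal-enriched tyrosine phosphatase) enzyme, cell-free | Medium: 50 mM Bis-Tris pH 6.0 with 2.5 mM DTT and 0.005% Tween 20 | Read-out: Percent inhibition scaled to no-enzyme and uninhibited-enzyme controls, plate-pattern corrected | Signal: Fluorescence read at 480 nm ex / 540 nm em | Times: 20 min reaction, room temperature, in the dark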
LMPTP block: LMPTP phosphatase inhibitors, primary screen, biochemical, fluorescence intensity, uHTS. actives 0.22% (n = 360,000). recombinant LMPTP-A, OMFP fluorogenic substrate. AID 651560, 2012. Low molecular weight phosphotyrosine protein phosphatase (Homo sapiens), P24666. inhibition, % at 20 µM;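 active = compounds that cut the enzyme signal by at least half of the control window in the single-dose screen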;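 note: plate controls were DMSO wells with enzyme plus substrate for no effect and substrate without enzyme for full effect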
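Test system – LMPTP-A enzyme · Amount – LMPTP-A at 0.625 nM final in the reaction · Buffer or medium – Bis-Tris pH 6.0, DTT, detergent · Reagent – OMFP 400 µM · Doses – single 20 µM dose · Schedule – reaction 50 min, room temperature, dark · Detection – fluorescence intensity of OMFP turnover product · Evaluation – percent inhibition versus substrate-only and uninhibited controls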
SKN-1 block: suppressors of acrylamide-induced Pgst-4::GFP reporter in worms, primary screen, SKN-1 inhibitor project, whole organism, uHTS, GFP/RFP fluorescence ratio, strain VP596; actives 0.49% (n = 360,000); inhibition, % at 21.8 µM; C. elegans VP596 Pgst-4::GFP/RFP ratio, 24 h;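 active = interference check ratio from 0.5 to 1.5 plus GFP to RFP signal ratio inhibition reaching or exceeding a fixed threshold, cut at about 30% in these data, passing the limit was not always enough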; note: some compounds called inactive have numbers as strong as hits
SUMO1-SIM PPI: modulators of SUMO1 protein-protein interactions, primary screen, biochemical, uHTS | SUMO1 binding to a labelled peptide, TR-FRET, 1 h | AID 602429, 2012 | inhibition, % at 20 µM | actives 0.33% (n = 360,000); in the data active = inhibition above about 37%
Target sequence (P63165 whole entry, looked up): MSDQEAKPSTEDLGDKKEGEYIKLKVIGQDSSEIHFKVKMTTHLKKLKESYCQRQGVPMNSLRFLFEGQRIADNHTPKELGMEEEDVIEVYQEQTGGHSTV
CendR NRP1 mod: modulators of CendR peptide binding to NRP-1, primary screen, biochemical, fluorescence polarization, uHTS; Neuropilin-1 (Homo sapiens), O14786; FAM-RPARPAR peptide binding to NRP-1; inhibition, % at 25 µM; actives 0.85% (n = 360,000);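 active = inhibition or corrected inhibition above about 18%, plus a signal ratio from 0.5 to 1.5, limit read from the data, passing the limit was not always enough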; note: strong numbers were not always called active
Target sequence (O14786 whole entry, looked up): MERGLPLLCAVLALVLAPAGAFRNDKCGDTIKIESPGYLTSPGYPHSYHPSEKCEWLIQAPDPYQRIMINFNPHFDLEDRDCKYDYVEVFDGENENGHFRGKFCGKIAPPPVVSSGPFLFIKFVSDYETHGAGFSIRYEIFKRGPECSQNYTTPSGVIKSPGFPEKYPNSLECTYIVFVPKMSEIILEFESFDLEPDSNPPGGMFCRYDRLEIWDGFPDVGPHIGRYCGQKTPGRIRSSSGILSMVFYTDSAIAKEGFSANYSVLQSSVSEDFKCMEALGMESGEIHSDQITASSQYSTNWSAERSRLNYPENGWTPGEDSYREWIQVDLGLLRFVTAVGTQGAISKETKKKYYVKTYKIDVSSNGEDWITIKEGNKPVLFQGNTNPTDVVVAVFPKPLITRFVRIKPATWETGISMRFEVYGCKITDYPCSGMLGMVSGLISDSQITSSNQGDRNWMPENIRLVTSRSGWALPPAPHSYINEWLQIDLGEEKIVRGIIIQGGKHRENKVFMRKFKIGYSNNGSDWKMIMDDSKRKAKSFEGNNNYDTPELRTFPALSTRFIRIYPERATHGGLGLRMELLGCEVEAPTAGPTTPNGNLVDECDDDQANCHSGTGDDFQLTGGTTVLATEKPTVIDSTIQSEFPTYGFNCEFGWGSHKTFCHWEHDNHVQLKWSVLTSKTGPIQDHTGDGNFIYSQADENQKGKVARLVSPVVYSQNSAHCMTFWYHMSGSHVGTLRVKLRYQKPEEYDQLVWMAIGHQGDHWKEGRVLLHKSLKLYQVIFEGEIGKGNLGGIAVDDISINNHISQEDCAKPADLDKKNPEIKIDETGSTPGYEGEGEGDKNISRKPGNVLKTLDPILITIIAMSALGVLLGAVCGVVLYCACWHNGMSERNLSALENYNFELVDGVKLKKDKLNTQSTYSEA
Rpn11 block: Rpn11 (PSMD14) deubiquitinase inhibitors, primary screen, biochemical, fluorescence polarization, uHTS. human 26S proteasome, Ub4-pepOG fluorescence polarization; 20S core pre-blocked with epoxomicin. calls only at 20 µM. actives 0.59% (n = 360,000). AID 588493, 2011;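 active = inhibition at 20 µM, scaled to each plate's controls, above about 33%, limit read from the data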
NadD block: inhibitors of S. aureus NadD, primary screen, biochemical, colorimetric, uHTS | Nicotinate-nucleotide adenylyltransferase NadD (Staphylococcus aureus N315) | AID 602399, 2012 | purified NadD enzyme, colorimetric absorbance read-out | actives 0.78% (n = 360,000) | inhibition, % at 20 µM; in the data active = inhibition above about 26%; note: some compounds past the cut are filed as inactive
MT1-MMP act inh: blockers of MT1-MMP proenzyme processing, primary screen, HT1080 RFP-PRO-GFP cells, GFP/RFP fluorescence. GFP/RFP ratio fluorescence, overnight; percent of plate control window, DMSO zero. Matrix metalloproteinase-14 (Homo sapiens), P50281. actives 0.061% (n = 360,000). GFP/RFP ratio change, % at 20 µM. AID 651647, 2012;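 active = GFP/RFP ratio change of at least 30% with cell ATP level not reduced by more than half and red fluorescence within 50% of control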; note: strong numbers were not always called active
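system = RFP-PRO-GFP reporter HT1080 cells | dosing = 20 µM single dose, 1% DMSO | timing = overnight cell settling, then overnight compound exposure, 37 °C, 5% CO2 | read-out basis = GFP/RFP fluorescence ratio | controls = DMSO and RFP-L50D-GFP cell wells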
Active calls of the source: *.

For COCCNC(=O)CC(=O)N/N=C/c1ccc(C(=O)OC)cc1 the results were DNMT1 inh 4, Scp-1 inhibitor -1, STEP inh 0, LMPTP block 0.3, SKN-1 block 1, SUMO1-SIM PPI -17, CendR NRP1 mod 3, Rpn11 block inactive, NadD block 1 and MT1-MMP act inh -1.
Screening COc1ccccc1CNC(=O)c1ccc(Cl)c(S(=O)(=O)N2CCCC2)c1 returned DNMT1 inh -1, Scp-1 inhibitor -6, STEP inh -3, LMPTP block -0.2, SKN-1 block -6, SUMO1-SIM PPI -5, CendR NRP1 mod -3, Rpn11 block inactive, NadD block 4 and MT1-MMP act inh 0.
COc1ccccc1C(=O)NCC(=O)OCC(=O)Nc1cccc(S(=O)(=O)N2CCCCCC2)c1 was read as DNMT1 inh -1, Scp-1 inhibitor -12, STEP inh -2, LMPTP block 0.1, SKN-1 block -2, SUMO1-SIM PPI 2, CendR NRP1 mod 8, Rpn11 block inactive, NadD block -10 and MT1-MMP act inh -1.
`Cc1nn(Cc2n[nH]c(=S)n2Cc2ccccc2)c(C)c1Cl` gave DNMT1 inh 2, Scp-1 inhibitor 1, STEP inh -2, LMPTP block -4.7, SKN-1 block 1, SUMO1-SIM PPI 1, CendR NRP1 mod -6, Rpn11 block inactive, NadD block 0 and MT1-MMP act inh 1.
Screening CCCCCCn1c(CN2CCN(Cc3ccccc3)CC2)nc2c1c(=O)n(C)c(=O)n2C returned DNMT1 inh -4, Scp-1 inhibitor -7, STEP inh 8, LMPTP block 0.1, SKN-1 block 22, SUMO1-SIM PPI 1, CendR NRP1 mod -5, Rpn11 block inactive, NadD block 2 and MT1-MMP act inh -20.
`CC1CC(C)CN(CC(=O)NC(c2ccccc2)c2ccccc2)C1` (stereo not given) gave DNMT1 inh 4, Scp-1 inhibitor -13, STEP inh 1, LMPTP block -1.6, SKN-1 block -2, SUMO1-SIM PPI -4, CendR NRP1 mod 9, Rpn11 block inactive, NadD block -9 and MT1-MMP act inh -4.
Screening CCOc1ccccc1NC(=O)COC(=O)c1c[nH]c2ccccc12 returned DNMT1 inh 5, Scp-1 inhibitor 33, STEP inh 2, LMPTP block 0.8, SKN-1 block -10, SUMO1-SIM PPI 14, CendR NRP1 mod 17, Rpn11 block inactive, NadD block 4 and MT1-MMP act inh 2.
`CC(=O)c1cccc(NC(=O)[C@@H](NC(N)=O)C(C)C)c1` gave DNMT1 inh -2, Scp-1 inhibitor -4, STEP inh 3, LMPTP block -0.1, SKN-1 block -3, SUMO1-SIM PPI -6, CendR NRP1 mod -6, Rpn11 block inactive, NadD block 1 and MT1-MMP act inh 0.
For COc1ccc(/C=C(\C#N)C(=O)Nc2ccccn2)cc1 the results were DNMT1 inh -2, Scp-1 inhibitor -6, STEP inh -2, LMPTP block -1.2, SKN-1 block 13, SUMO1-SIM PPI -21, CendR NRP1 mod 3, Rpn11 block inactive, NadD block -4 and MT1-MMP act inh -1.
COc1ccc([N+](=O)[O-])cc1NS(=O)(=O)c1cccc(C(=O)O)c1 was read as DNMT1 inh 1, Scp-1 inhibitor -2, STEP inh 1, LMPTP block -1.2, SKN-1 block 0, SUMO1-SIM PPI -10, CendR NRP1 mod 6, Rpn11 block inactive, NadD block 1 and MT1-MMP act inh 1.

Reprinted at random: two compounds from above
COc1ccc([N+](=O)[O-])cc1NS(=O)(=O)c1cccc(C(=O)O)c1 was read as DNMT1 inh 1, Scp-1 inhibitor -2, STEP inh 1, LMPTP block -1.2, SKN-1 block 0, SUMO1-SIM PPI -10, CendR NRP1 mod 6, Rpn11 block inactive, NadD block 1 and MT1-MMP act inh 1.
Screening CCOc1ccccc1NC(=O)COC(=O)c1c[nH]c2ccccc12 returned DNMT1 inh 5, Scp-1 inhibitor 33, STEP inh 2, LMPTP block 0.8, SKN-1 block -10, SUMO1-SIM PPI 14, CendR NRP1 mod 17, Rpn11 block inactive, NadD block 4 and MT1-MMP act inh 2.

(cont.)
`CC(C)(C)S(=O)N1Cc2cc(CO)cc(CCO)c2[C@H]1CCO` (stereo not given in full) gave DNMT1 inh 2, Scp-1 inhibitor -11, STEP inh -5, LMPTP block -2.2, SKN-1 block -8, SUMO1-SIM PPI 6, CendR NRP1 mod -4, Rpn11 block inactive, NadD block -1 and MT1-MMP act inh 2.
`COc1cc(OC)c2cc(C(=O)N/N=C/c3cccc(OC)c3O)[nH]c2c1` gave DNMT1 inh 7, Scp-1 inhibitor -17, STEP inh -2, LMPTP block 0.9, SKN-1 block -7, SUMO1-SIM PPI -2, CendR NRP1 mod -4, Rpn11 block inactive, NadD block 18 and MT1-MMP act inh -1.
CCOC(=O)c1c(C=O)c2sc(C)cc2n1C was read as DNMT1 inh 10, Scp-1 inhibitor -4, STEP inh 3, LMPTP block 1.4, SKN-1 block 1, SUMO1-SIM PPI -16, CendR NRP1 mod -4, Rpn11 block inactive, NadD block -4 and MT1-MMP act inh -12.
For COc1ccc2cc(C(=O)C3CCCN(C(=O)c4cnn(C(C)C)c4)C3)ccc2c1 (stereo not given) the results were DNMT1 inh 0, Scp-1 inhibitor -13, STEP inh 1, LMPTP block -0.5, SKN-1 block 19, SUMO1-SIM PPI -10, CendR NRP1 mod -3, Rpn11 block inactive, NadD block 1 and MT1-MMP act inh -2.
For C=CCN1C(=O)c2ccc(C(=O)OCC(=O)N(CC)c3c(N)n(Cc4ccccc4)c(=O)[nH]c3=O)cc2C1=O the results were DNMT1 inh 3, Scp-1 inhibitor 1, STEP inh -1, LMPTP block -0.8, SKN-1 block -15, SUMO1-SIM PPI -35, CendR NRP1 mod 12, Rpn11 block inactive, NadD block 4 and MT1-MMP act inh 0.
`Clc1ccc(Sc2oc(/C=N/n3cnnc3)cc2Br)cc1` gave DNMT1 inh 2, Scp-1 inhibitor 98*, STEP inh 0, LMPTP block -0.3, SKN-1 block -7, SUMO1-SIM PPI -12, CendR NRP1 mod 0, Rpn11 block inactive, NadD block 17 and MT1-MMP act inh -3.
Screening Cc1cccc(NC(=O)c2cc(S(=O)(=O)NCc3ccco3)ccc2F)c1C returned DNMT1 inh 1, Scp-1 inhibitor -7, STEP inh 2, LMPTP block -0.4, SKN-1 block 3, SUMO1-SIM PPI -3, CendR NRP1 mod -10, Rpn11 block inactive, NadD block -1 and MT1-MMP act inh -9.
O=C(Nc1nccs1)c1ccc(-c2ccccc2[N+](=O)[O-])o1 was read as DNMT1 inh -6, Scp-1 inhibitor -5, STEP inh 1, LMPTP block 3.2, SKN-1 block 36*, SUMO1-SIM PPI -12, CendR NRP1 mod -12, Rpn11 block inactive, NadD block -1 and MT1-MMP act inh 1.
Screening C#CCCOC(=O)N1C2=NC(C(=O)OC)=C(C(=O)OC)[C@@H]3N(Cc4ccccc4)c4ccccc4[C@]23C[C@H]1C(=O)OC returned DNMT1 inh -6, Scp-1 inhibitor 2, STEP inh -1, LMPTP block 1.5, SKN-1 block 8, SUMO1-SIM PPI -9, CendR NRP1 mod 18, Rpn11 block inactive, NadD block -4 and MT1-MMP act inh -1.
Screening O=C1OCCN1C(=O)[C@H]1[C@H](c2ccc(Cl)cc2)C(c2ccccc2)=NN1c1ccccc1 returned DNMT1 inh -15, Scp-1 inhibitor -4, STEP inh -1, LMPTP block 1.1, SKN-1 block -7, SUMO1-SIM PPI -9, CendR NRP1 mod 0, Rpn11 block inactive, NadD block 16 and MT1-MMP act inh -1.
CCOC(=O)c1sc(Nc2nc(C)cc(OC)n2)nc1C was read as DNMT1 inh 2, Scp-1 inhibitor -3, STEP inh -1, LMPTP block 1.1, SKN-1 block 6, SUMO1-SIM PPI 1, CendR NRP1 mod -8, Rpn11 block inactive, NadD block -5 and MT1-MMP act inh 3.
C=CCn1c2ccccc2c2nnc(SC(CC)C(=O)Nc3nc(C)c(C(=O)OCC)s3)nc21 (stereo not given) was read as DNMT1 inh -7, Scp-1 inhibitor -7, STEP inh 5, LMPTP block 3.3, SKN-1 block -2, SUMO1-SIM PPI -8, CendR NRP1 mod -1, Rpn11 block inactive, NadD block 19 and MT1-MMP act inh -25.
For CCOC(=O)c1sc2ncnc(N3CCN(C)CC3)c2c1C the results were DNMT1 inh 0, Scp-1 inhibitor -2, STEP inh 1, LMPTP block -0.8, SKN-1 block -7, SUMO1-SIM PPI -7, CendR NRP1 mod 4, Rpn11 block inactive, NadD block -5 and MT1-MMP act inh 0.
`CC(=O)N1c2ccc(S(=O)(=O)N3CCCC(C(=O)NCc4ccccc4Cl)C3)cc2CC1C` (stereo not given) gave DNMT1 inh -2, Scp-1 inhibitor -8, STEP inh -3, LMPTP block -0.3, SKN-1 block 9, SUMO1-SIM PPI -1, CendR NRP1 mod 11, Rpn11 block inactive, NadD block 2 and MT1-MMP act inh 4.
`O=C(N/N=C\c1c(O)ccc2ccccc12)c1cncc(Br)c1` gave DNMT1 inh 2, Scp-1 inhibitor -10, STEP inh 23, LMPTP block 1.4, SKN-1 block -18, SUMO1-SIM PPI -24, CendR NRP1 mod 131, NadD block 24 and MT1-MMP act inh -166.
Screening Cn1c(NCC(O)CO)nc2c1c(=O)n(Cc1ccc(Cl)c(Cl)c1)c(=O)n2C (stereo not given) returned DNMT1 inh 0, Scp-1 inhibitor -5, STEP inh 0, LMPTP block 0.6, SKN-1 block -11, SUMO1-SIM PPI 5, CendR NRP1 mod 3, Rpn11 block inactive, NadD block -6 and MT1-MMP act inh 7.
For CCn1c(SCC(=O)N2CCCC(C)C2)nnc1-c1ccco1 (stereo not given) the results were DNMT1 inh 0, Scp-1 inhibitor -5, STEP inh -2, LMPTP block 1.1, SKN-1 block 2, SUMO1-SIM PPI 9, CendR NRP1 mod 13, Rpn11 block inactive, NadD block 2 and MT1-MMP act inh -2.
Screening CCOCCn1c(CC)nc2ccccc21 returned DNMT1 inh -2, Scp-1 inhibitor -5, STEP inh -8, LMPTP block 2.2, SKN-1 block 9, SUMO1-SIM PPI 0, CendR NRP1 mod 7, Rpn11 block inactive, NadD block -5 and MT1-MMP act inh 2.

From PubChem
